GLD-1 TGE inh: GLD-1/TGE RNA complex disruptors, primary screen, biochemical, fluorescence polarization. Female germline-specific tumor suppressor gld-1 (Caenorhabditis elegans), Q17339. purified GLD-1 + fluorescein TGE RNA. inhibition, % at 5.96 µM. 0.44% of 320,000 active. AID 2280, 2010;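 active means percent inhibition above a per-plate cutoff, the plate mean of test compounds plus 3 SD, cut at about 30% in these data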;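 further: 0% = DMSO wells with GLD-1 and probe and 100% = wells lacking GLD-1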
Target sequence (Q17339 whole entry, looked up): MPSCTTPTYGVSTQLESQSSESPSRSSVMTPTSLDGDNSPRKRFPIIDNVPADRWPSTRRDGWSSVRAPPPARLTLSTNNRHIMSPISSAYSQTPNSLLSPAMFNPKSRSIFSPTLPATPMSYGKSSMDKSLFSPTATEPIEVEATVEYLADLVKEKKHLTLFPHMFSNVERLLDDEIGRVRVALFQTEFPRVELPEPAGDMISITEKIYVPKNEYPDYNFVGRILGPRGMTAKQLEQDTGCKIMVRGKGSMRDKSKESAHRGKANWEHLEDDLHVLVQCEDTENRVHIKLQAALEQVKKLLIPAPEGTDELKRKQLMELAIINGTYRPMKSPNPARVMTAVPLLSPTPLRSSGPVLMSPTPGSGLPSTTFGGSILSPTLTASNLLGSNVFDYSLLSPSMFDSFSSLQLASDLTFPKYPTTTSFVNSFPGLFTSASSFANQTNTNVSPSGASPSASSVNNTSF
PME-1 primary: PME-1 inhibitors via competitive probe labeling, primary screen, biochemical, fluorescence polarization, FP-Rh probe, HTS; inhibition, % at 5.9 µM; recombinant PME-1; Protein phosphatase methylesterase 1 (Homo sapiens), Q9Y570; 0.53% of 320,000 active;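 active means inhibition above the campaign mean of all compounds plus 3 SD, cut at about 26% in these data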;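 further: competitive labeling of PME-1 active site by serine hydrolase directed probe; 0% = PME-1 with DMSO and 100% = wells lacking PME-1 enzyme; inhibitors block probe labeling so polarization falls and inhibition rises; many of its hits are not listed in these tables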
PAFAH1B2 inh: PAFAH1B2 enzyme inhibitors, primary screen, biochemical, fluorescence polarization, human. 1.2% of 340,000 active. inhibition, % at 3.39 µM. recombinant PAFAH1B2, FP-rhodamine activity probe;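 active means inhibition above the mean of all tested compounds plus 3 SD, cut at about 24% in these data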;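 further: 0% = enzyme with DMSO and 100% = wells lacking PAFAH1B2; many of its hits are not listed in these tables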
Target sequence (P68402 whole entry, looked up): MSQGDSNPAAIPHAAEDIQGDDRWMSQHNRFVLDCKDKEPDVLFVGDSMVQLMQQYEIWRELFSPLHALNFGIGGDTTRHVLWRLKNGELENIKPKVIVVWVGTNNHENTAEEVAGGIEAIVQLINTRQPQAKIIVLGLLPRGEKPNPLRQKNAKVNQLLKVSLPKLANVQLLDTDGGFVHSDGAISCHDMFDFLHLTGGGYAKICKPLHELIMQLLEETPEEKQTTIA
AHR activator: AHR activators, primary screen, cell-based, luminescence, luciferase reporter, human | 2.5% of 320,000 active | Aryl hydrocarbon receptor (Homo sapiens), P35869 | activation, % at 5 µM | AHR-responsive luciferase reporter cells; in the data active means activation above about 47%;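 further: 0% = vehicle wells and 100% = reference agonist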
pPAFAH FP inh: pPAFAH enzyme inhibitors, primary screen, biochemical, fluorescence polarization, human; Platelet-activating factor acetylhydrolase (Homo sapiens), Q13093; recombinant pPAFAH, FP-rhodamine probe fluorescence polarization; inhibition, % at 3.39 µM; 1.5% of 330,000 active; AID 463082, 2010;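 active means inhibition above the mean inhibition across the screen plus 3 SD, cut at about 25% in these data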;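 further: inhibitors block binding of the rhodamine activity-based probe so polarization drops; 0% = enzyme with DMSO and 100% = wells lacking pPAFAH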
BCLXL inh: inhibitors of human Bcl-xL, primary screen, biochemical, fluorescence polarization, HTS; GST-Bcl-xL / FITC-Bim BH3 peptide fluorescence polarization; inhibition, % at 10.9 µM; 0.7% of 320,000 active; AID 2129, 2009;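 active means inhibition above the mean of all tested compounds plus 3 SD, cutoff set per campaign, cut at about 30% in these data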;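 further: 0% = DMSO wells and 100% = unlabeled Bim-BH3 peptide competitor; inhibitors lower millipolarization by displacing the labeled peptide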
Target sequence (Q07817 whole entry, looked up): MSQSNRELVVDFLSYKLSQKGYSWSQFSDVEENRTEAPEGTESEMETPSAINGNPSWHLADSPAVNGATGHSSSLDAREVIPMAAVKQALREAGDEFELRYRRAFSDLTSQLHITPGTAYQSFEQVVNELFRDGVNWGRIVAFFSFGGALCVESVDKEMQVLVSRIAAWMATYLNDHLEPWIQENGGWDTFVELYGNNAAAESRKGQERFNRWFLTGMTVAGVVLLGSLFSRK
MCL1 BIM primary: inhibitors of MCL1 binding to BIM-BH3, primary screen, biochemical, fluorescence polarization; 0.68% of 320,000 active; Induced myeloid leukemia cell differentiation protein Mcl-1 (Homo sapiens), Q07820; GST-MCL1 / FITC-Bim-BH3 fluorescence polarization; inhibition, % at 10.9 µM;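 active means inhibition above the mean inhibition of all tested compounds plus 3 SD, set per campaign, cut at about 40% in these data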;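 further: 0% = DMSO wells and 100% = unlabeled Bim-BH3 peptide control; higher means more loss of mP so more displacement of Bim peptide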
Fam108B inh: mouse Fam108B serine hydrolase inhibitors, primary screen, counter-screen for RBBP9 inhibitor project, biochemical, fluorescence polarization; AID 1947, 2009; recombinant Fam108B, FP-Rh probe fluorescence polarization; 0.33% of 300,000 active; inhibition, % at 9.51 µM;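 active means inhibition above the screen mean inhibition plus 3 SD, computed separately per campaign, cut at about 18% in these data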;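 further: inhibitors lower polarization as less probe binds the enzyme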
MEX-5 binding: MEX-5 zinc finger RNA-binding disruptors – biochemical, C. elegans, fluorescence polarization, MLPCN library, primary screen; Zinc finger protein mex-5 (Caenorhabditis elegans), Q9XUB2; MEX-5/FITC-TCR2 RNA binding; hits give low values; activity score (negative = inhibition of binding), % at 10 µM; 0.38% of 300,000 active; AID 1832, 2009;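 active means inhibition past about -25% in most replicates, and total fluorescence under double the plate's negative control median, limit read from the data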;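 further: 0% = DMSO and -100% = 5 µM competing unlabeled TCR2 RNA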
An asterisk follows results filed as active; . = not tested or not shown. Only part of the results is shown (hit frequency here may not be typical).

SMILES | GLD-1 TGE inh | PME-1 primary | PAFAH1B2 inh | AHR activator | pPAFAH FP inh | BCLXL inh | MCL1 BIM primary | Fam108B inh | MEX-5 binding
O=C(O)c1ccc(N2C(=O)CC(SC(=NCc3ccc4c(c3)OCO4)Nc3ccccc3)C2=O)cc1 (stereo not given) | 4 | -16 | 4 | 0 | -3 | 4 | 1 | -7 | 3.2
COc1cc(C2c3c(oc4ccccc4c3=O)C(=O)N2CCN2CCOCC2)cc(OC)c1OC (stereo not given) | 6 | 2 | 6 | 3 | 5 | 4 | 3 | -5 | 2.1
Cc1cccc(NC(=O)c2cccc(NC3=NC4CS(=O)(=O)CC4S3)c2)c1 (stereo not given) | 5 | -3 | 4 | 3 | 0 | -3 | 5 | 4 | -0.2
Cc1nn(-c2ccccc2)c(Cl)c1/C=C1\SC(=S)NC1=O | -12 | -6 | 2 | 2 | -31 | -3 | -22 | -3 | -13
Cc1cccc(S(=O)(=O)C(C#N)c2nc3ccccc3nc2N2CCOCC2)c1 (stereo not given) | 41* | 16 | 5 | 3 | 6 | 32* | 27 | 6 | -72*
C[C@@H](CSc1ccc(Br)cc1)CN1CC[C@H](C(C)(C)C)CCC1=O | 2 | 2 | 16 | -1 | 7 | 6 | 3 | . | .
CN(C)C(=O)CSC1c2ccccc2C(=O)N1c1ccccc1 (stereo not given) | 5 | 6 | 1 | -2 | 3 | 3 | 6 | -4 | -2.5
O=C(c1ccc(F)cc1F)N1CCN(c2ccccn2)CC1 | 4 | 2 | 0 | -4 | 1 | 5 | 0 | 3 | 1.8
CN(C)C(=O)CSc1cccc2cccnc12 | -1 | -5 | 1 | 15 | 0 | 7 | 3 | 9 | 1.3
CCC(CC)C(=O)N=C1SC2CS(=O)(=O)CC2N1CCc1ccc(OC)c(OC)c1 (stereo not given) | 19 | -4 | 4 | -1 | 1 | 3 | -5 | 0 | 3.0
CCN1C(=O)c2cccc3c(NC(=O)c4ccccc4)ccc1c23 | 6 | 5 | 0 | 31 | -5 | 7 | 4 | 2 | 8.6
Oc1[nH]c2ccccc2c1C=NCC1CCCO1 (stereo not given) | 9 | 0 | -2 | 6 | 0 | 2 | 5 | -2 | 2.2
Cc1ccccc1OC(C)C(=O)N1CCN(c2ccccn2)CC1 (stereo not given) | 6 | 0 | 0 | 1 | 1 | 4 | -3 | -5 | 3.9
O=S(=O)(c1ccccc1)c1ccccc1/C=N\O | -3 | 4 | -1 | 0 | 4 | 5 | 7 | -2 | -0.1
Cc1ccc(NC(=O)CC2SC(=O)NC2=O)cc1 (stereo not given) | 5 | -2 | 3 | 1 | 10 | 11 | 13 | -2 | 0.5
CCN(CC)CCCNc1ccc(-c2nnc(-c3ccc(OCC(C)C)cc3)o2)cn1 | -3 | -79 | 1 | 1 | -3 | 5 | 7 | -2 | 3.3
COCCCNCC(=O)Nc1sc(C)c(C)c1C(=O)OC | -1 | 5 | 1 | 8 | 1 | 3 | 5 | 4 | 0.9
Cc1ccc(SCCCCN2CCNCC2)cc1 | -4 | -2 | 7 | 1 | -1 | 5 | 13 | 3 | -2.5
CCCN(C(=O)CN1C(=O)NC2(CCCCCC2)C1=O)C1CCS(=O)(=O)C1 (stereo not given) | 8 | -2 | 3 | -2 | -2 | -4 | 8 | -1 | 0.1
CC(C)c1ccc(-c2noc(C3CCCN(C(=O)c4ccc(F)cc4F)C3)n2)cc1 (stereo not given) | 9 | 7 | 5 | -3 | 11 | 5 | 0 | -5 | .
Cc1cc(SCNC(=O)c2ccccc2)ncn1 | 3 | 3 | 4 | 1 | 4 | 8 | 8 | 1 | 1.4
CC(NC(=O)CSc1n[nH]c(N)n1)c1ccccc1 (stereo not given) | 12 | -2 | 0 | 1 | 3 | 3 | -4 | -4 | -1.2
CCOC(=O)c1ccc2c(c1)sc(=NC(=O)c1ccco1)n2CCOC | 7 | 2 | 1 | -2 | 1 | 2 | -2 | -9 | 0.4
CCN=C1Sc2nc3ccc(OCC)cc3cc2CN1CCOC | 3 | -1 | 5 | 6 | 3 | 6 | 8 | 1 | 0.8
O=C1CC2C(=O)NCCN2C(=NC(=O)c2ccccc2)N1 (stereo not given) | -4 | -8 | 3 | 5 | -4 | 4 | 5 | 5 | 1.2

Only Fam108B inh, for some of the entries so far:
mol	Fam108B inh
CCN1C(=O)c2cccc3c(NC(=O)c4ccccc4)ccc1c23	2
Cc1ccc(SCCCCN2CCNCC2)cc1	3
COCCCNCC(=O)Nc1sc(C)c(C)c1C(=O)OC	4
O=S(=O)(c1ccccc1)c1ccccc1/C=N\O	-2

Other entries follow:
SMILES | GLD-1 TGE inh | PME-1 primary | PAFAH1B2 inh | AHR activator | pPAFAH FP inh | BCLXL inh | MCL1 BIM primary | Fam108B inh | MEX-5 binding
COc1ccc(NC(=O)CN2CCN(c3c(C)cc(C)cc3C)CC2)cc1 | -5 | 0 | -6 | 0 | 1 | 2 | -10 | 1 | 2.8
C[C@H](CO)N1C[C@H](C)[C@@H](CN(C)C(=O)NC2CCCCC2)Oc2ccc(NC(=O)CCC(F)(F)F)cc2C1=O | -4 | . | -1 | -2 | 0 | . | . | . | .
COc1ccccc1N1CCN(CC(=O)Nc2ccc(S(=O)(=O)N3CCCCCC3)cc2)CC1 | 9 | 5 | 3 | 1 | 5 | 0 | 1 | . | .
CC(C)CCOc1ccc(NC(=O)C2OC3OC(C)(C)OC3C3OC(C)(C)OC23)cc1 (stereo not given) | 8 | 3 | 2 | 0 | -1 | 0 | -6 | -4 | 2.2
COc1ccc2oc(=O)c(C(=O)N3c4ccccc4CC3C)cc2c1 (stereo not given) | 7 | 4 | -2 | 3 | -2 | -6 | -7 | -1 | -0.8
COc1ccccc1NC(=O)/C(=N/OCc1ccc(F)cc1)C(C)=O | 2 | -3 | 4 | 19 | 6 | 4 | 6 | 1 | -0.5
Cc1ccccc1C(=O)Nc1ccc(N(C)C)c2ccccc12 | 5 | 1 | 5 | 29 | 3 | 2 | -10 | 2 | 1.6
Cc1ccc(C(=O)NCCc2c[nH]c3ccccc23)c(C)c1 | -7 | 4 | 3 | 15 | 6 | -1 | -4 | -1 | -2.2
O=C(CN(C(=O)CCC(=O)Nc1nccs1)c1ccc(F)cc1)NCc1ccccc1 | 4 | 4 | -2 | 4 | 7 | 0 | -1 | 1 | 1.8
O=C(Cc1ccccc1F)OCC(=O)N1CCc2ccccc21 | 3 | 3 | 1 | 0 | 5 | 7 | 16 | -4 | -0.5
O=C(CN1CCOCC1)Nc1cccc(C(=O)Nc2cccc(C(F)(F)F)c2)c1 | -2 | 3 | 3 | 5 | -5 | -2 | -3 | 0 | 1.5
CCCC(C)c1nnc(NC(=O)CCS(=O)(=O)c2ccccc2)s1 (stereo not given) | 1 | -5 | 3 | 12 | 5 | 8 | 0 | 0 | 0.8
CN(C)C(=O)c1cnc(Sc2ncc(C(F)(F)F)cc2Cl)n1C | 3 | 0 | 1 | -1 | 1 | 2 | -4 | -1 | 0.7
O=C(COC(=O)c1ccc2c(c1)OCCO2)NCc1ccccc1Cl | -1 | . | 4 | 0 | 13 | . | . | . | .
CCCn1c(SCC(=O)N(C)CC(=O)Nc2ccc(Cl)cc2)n[nH]c1=O | 0 | -5 | 2 | 0 | 4 | -9 | -10 | . | .
CCCOc1ccc(-c2nnn(CC(=O)N3CCCCC3)n2)cc1 | 9 | 0 | 4 | 4 | 7 | 4 | -3 | 2 | -0.7
COc1ccc(C(=O)Nc2scc(-c3ccc(Cl)cc3Cl)c2C(N)=O)cc1 | -7 | -28 | -5 | 0 | 0 | 2 | 0 | -20 | -1.4
Cc1ccccc1OC(C)c1nc(-c2ccccc2)no1 (stereo not given) | -1 | 2 | 1 | 0 | 1 | 9 | -3 | 1 | 1.3
CNC(=O)CSc1nnc(-c2ccco2)n1-c1cccc(C)c1C | 0 | 7 | 5 | -1 | 12 | -3 | -7 | 4 | 0.9
Cc1ccc2cccc(Oc3cnccn3)c2n1 | -2 | -2 | 2 | 5 | 5 | 4 | 8 | -1 | 0.7
CCOC(=O)c1cc(-c2ccccc2)sc1NC(=O)c1ccc(OC)cc1 | 3 | -1 | . | -1 | -1 | 2 | 7 | -3 | -0.3
CSc1nc(-c2ccccc2)c(-c2ccccc2)[nH]1 | 3 | -6 | 4 | -3 | -1 | 1 | -6 | 1 | 0.1
O=C1NC2(CCCCCC2)C(=O)N1Cc1ccccc1Br | 11 | -1 | 7 | 2 | 4 | 3 | -2 | -2 | 0.5
CC1CCc2c(sc3ncn(N)c(=N)c23)C1 (stereo not given) | -2 | 1 | 1 | 6 | 6 | 9 | 7 | 0 | -1.0
C=CCNC(=O)/C(C#N)=C/c1c(N2CCN(c3ccccc3)CC2)nc2c(C)cccn2c1=O | 2 | 4 | 0 | 17 | 4 | 13 | 10 | 4 | -3.3
COc1cc(C(=O)NC(=S)Nc2ccc(NC(=O)c3ccco3)cc2)cc(OC)c1OC | -2 | -6 | 4 | -1 | -1 | 6 | 9 | -1 | -0.4

Record cards, from the list above. Screens in order: GLD-1 TGE inh	PME-1 primary	PAFAH1B2 inh	AHR activator	pPAFAH FP inh	BCLXL inh	MCL1 BIM primary	Fam108B inh	MEX-5 binding
COc1ccc(NC(=O)CN2CCN(c3c(C)cc(C)cc3C)CC2)cc1 in the list: -5	0	-6	0	1	2	-10	1	2.8
Cc1cccc(NC(=O)c2cccc(NC3=NC4CS(=O)(=O)CC4S3)c2)c1 (stereo not given) in the list: 5	-3	4	3	0	-3	5	4	-0.2
Cc1ccc2cccc(Oc3cnccn3)c2n1 in the list: -2	-2	2	5	5	4	8	-1	0.7
Cc1ccc(NC(=O)CC2SC(=O)NC2=O)cc1 (stereo not given) in the list: 5	-2	3	1	10	11	13	-2	0.5
Oc1[nH]c2ccccc2c1C=NCC1CCCO1 (stereo not given) in the list: 9	0	-2	6	0	2	5	-2	2.2

Screens: PubChem, several laboratories
